# Source: PubChem
# HT1080-NT tox – kills 2HG-producing HT-1080-NT fibrosarcoma cells; HT-1080-NT fibrosarcoma viability, CellTiter-Glo ATP luminescence, 48 h; Potency, µM (top dose mostly 46.1 µM), inactives show at the highest dose activity, negative = less viability, actives largely listed as cytotoxic; 360,000 tested, 1.6% active; AID 686970;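 also: NT is the 2HG producing partner of a matched IDH1 knockdown line; 0% = DMSO-treated cells and -100% = media-only wells without cells; nearly all actives have a fitted effect of over 55% in size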
#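 Read-out is CellTiter-Glo luminescence after 10 minutes at room temperature, following 48 hours' compound treatment of HT-1080-NT cells (750 cells/well, RPMI, 5% FBS, 37 degrees C).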
# HT1080 IDH1KD tx – HT-1080 IDH1 knockdown cell toxicity (counter line) | AID 686971 | HT-1080 IDH1 knockdown viability, ATP luminescence, 48 h | 360,000 tested, 2% active | Potency, µM (series often up to 46.1 µM), for the others: at the highest dose activity, negative = toxicity, actives largely listed as cytotoxic;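 also: 0% = DMSO wells and -100% = cell-free medium wells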
#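 CellTiter-Glo luminescence after 48 h compound exposure at 37 degrees C of IDH1-knockdown HT-1080 cells in 5% FBS RPMI. %Activity scaled between DMSO wells and cell-free media wells, with curves fitted and assigned curve classes.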
# TDP43 rescue – inhibitors of TDP-43 toxicity in yeast; TDP-43 expressing yeast growth rescue, BacTiter-Glo, 24 h; 410,000 tested, 1.8% active; Potency, µM (series often up to 46.1 µM), for inactives: at the top dose growth rescue (activation), usual class: activators; AID 652104; also: % of control where 0% means no effect; nearly all actives have a fitted effect of over 50% in size
#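 Yeast expressing TDP-43 (pregrown in raffinose, seeded at OD600=0.02 in galactose medium) exposed to compounds 24 hr at 30 deg C. Growth read by BacTiter-Glo luminescence; rescue of toxicity appears as increased signal.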
# GLP-1R agonist – GLP-1 receptor (human) agonism. P43220. HEK293 GLP-1R CRE-luciferase, luminescence, 4-6 h; cells express a hypersensitive GLP-1R form. Potency, µM (doses to about 45.6 µM), for inactives: at the highest dose activation, most hits filed as activators. 380,000 tested, 0.007% active. AID 624172; also: % of control where 0% means no effect
# Target sequence (P43220 whole entry, looked up): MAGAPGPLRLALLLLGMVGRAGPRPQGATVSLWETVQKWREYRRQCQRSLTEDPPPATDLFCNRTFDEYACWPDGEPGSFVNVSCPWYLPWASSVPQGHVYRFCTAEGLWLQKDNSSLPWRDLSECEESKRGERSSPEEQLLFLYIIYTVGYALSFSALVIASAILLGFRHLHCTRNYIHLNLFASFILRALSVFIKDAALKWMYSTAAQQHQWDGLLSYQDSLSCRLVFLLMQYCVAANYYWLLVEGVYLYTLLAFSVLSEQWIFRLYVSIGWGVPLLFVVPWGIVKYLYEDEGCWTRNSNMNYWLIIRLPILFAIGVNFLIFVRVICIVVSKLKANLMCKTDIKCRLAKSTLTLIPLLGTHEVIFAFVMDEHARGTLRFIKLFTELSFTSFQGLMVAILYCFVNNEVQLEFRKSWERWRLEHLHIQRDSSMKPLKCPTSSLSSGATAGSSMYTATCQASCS
# KB-3-1 cytotox – kills parental KB-3-1 adenocarcinoma cells | KB-3-1 viability, CellTiter-Glo ATP luminescence, 72 h | Potency, µM (titrated, usually from 46.1 µM), for the others: at the highest dose activity change, negative = cytotoxic, usual class: cytotoxic | 400,000 tested, 1.4% active; also: % is scaled to controls: 0 for no effect and ±100 for the full control effect; nearly all actives have a fitted effect of over 60% in size
#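 Using CellTiter-Glo luminescence, growth of non-resistant KB-3-1 adenocarcinoma cells is assessed 72 h after pin-tool compound addition at 37 °C. Normalized responses across the concentration series yield fitted curves.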
# SW480 rereplic – DNA re-replication induction in SW480 cells; SW480 DNA re-replication, Hoechst DNA content imaging, 48 h; Potency, µM (titrated, usually from 46.1 µM), for inactives: at the highest dose re-replication activation, actives largely listed as activators; 340,000 tested, 1.8% active; also: % of control where 0% means no effect; nearly all actives have a fitted effect of over 55% in size
#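 Treated cells incubate 48 hr (37 C, 5% CO2), are stained 40 min with Hoechst, and nuclear fluorescence is enumerated; a rise in nuclei with high DNA signal marks re-replication.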
# KB-V1 cytotox – KB-V1 MDR subline cytotoxicity; KB-V1 MDR cells viability, CellTiter-Glo, 72 h; Potency, µM (highest dose often 46.1 µM), inactives show top-dose activity change, negative = cytotoxicity, usual class: cytotoxic; 400,000 tested, 3.4% active; also: % is scaled to controls: 0 for no effect and ±100 for the full control effect; nearly all actives have a fitted effect of over 60% in size
#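 Cells of the MDR subline KB-V1 are plated, dosed with compound at multiple concentrations, and incubated 72 h at 37 degrees C; CellTiter-Glo is then added and luminescence read after 10 min.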
# GLP-1R inv ag – GLP-1 receptor (human) inverse agonism; HEK293 GLP-1R CRE-luciferase, luminescence, 24 h; GLP-1R form is constitutively active; 410,000 tested, 1.6% active; P43220; Potency, µM (highest dose often 38.3 µM), for the others: at the highest dose activity change, negative = inhibition, most hits filed as inhibitors; also: % is scaled to controls: 0 for no effect and ±100 for the full control effect; nearly all actives have a fitted effect of over 55% in size
#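 HEK293 cells stably co-expressing a cAMP-responsive luciferase reporter and constitutively active GLP-1R were seeded, incubated 12 h, then exposed to compounds for 24 h at 37 C. Luminescence was read 12 min after detection reagent; inverse agonists lower signal.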
# HEK293 tox – cytotoxicity in counter-screen for GLP-1R inverse agonists. HEK293 cAMP-luciferase reporter cells, luminescence, 24 h. Potency, µM (doses to about 38.3 µM), inactives show at the highest dose activity change, negative = inhibition, most hits filed as inhibitors. 410,000 tested, 0.13% active;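 also: loss of luciferase light is scored as toxicity; % is scaled to controls: 0 for no effect and ±100 for the full control effect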
#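 Luminescence readout: signal drop marks cytotoxicity. Plated cells grew 12 h at 37 °C, 5% CO2, received 23 nL compound for 24 h, then got luciferase reagent, read after 12 min at RT.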
# * = called active by the depositor; u = inconclusive; x = no result given; & = joins results of further samples; [ ] = dose if it differs, or a comment. Calls follow the shape of the dose curve; as a rule, active = well fitted curve in the direction sought with a large enough effect; inconclusive = small, poorly fitted or top-dose-only effect, or another doubt; inactive = no such curve, though single readings can be large; an effect the other way counts as inactive or inconclusive. Potency is read from the fitted curve at half-maximal effect. Hits appear at their usual frequency. About 9.4% of those tested had a hit in this group.
# Every second line gives: HT1080-NT tox | HT1080 IDH1KD tx | TDP43 rescue | GLP-1R agonist | KB-3-1 cytotox | SW480 rereplic | KB-V1 cytotox | GLP-1R inv ag | HEK293 tox
1. CC(C)CC(NC(=O)CCC(=O)OCC(=O)[C@@]1(O)CCC2[C@@H]3CCC4=CC(=O)C=C[C@]4(C)C3[C@@H](O)C[C@@]21C)C(=O)O (some centres undefined)
    15% | 28% | 0% | -2% | u | -3% | 17% | -9% | 2%
2. CCC(C)n1c(=N)c(C(=O)NC2CCCCC2)cc2c(=O)n3ccccc3nc21 (centres undefined)
    x | x | -6% | 4% | -9% | x | -7% | 21% | 168%[activator]
3. O=C(COC(=O)c1n[nH]c(=O)c2ccccc12)c1ccc(Cl)cc1
    -2% | -3% | 12% | 4% | 3% | -4% | -9% | -18% | 12%
4. Cc1ccc(NC(=O)C2(S(=O)(=O)c3ccc(C)cc3)CC2)cc1
    -15% | -10% | -7% | 6% | -8% | -7% | -12% | 0% | 6%
5. CC(=O)c1cc(-c2ccccc2)n(CCC(=O)NC2CCCC2)c1C
    18% | 3% | -7% | 5% | 0% | -3% | u | 0% | 7%
6. Cc1c(S(=O)(=O)N2CCc3ccccc3C2)c(=O)n(C)c(=O)n1C
    1% | -2% | 11% | 0% | -8% | -3% | 21% | 0% | 5%
7. CN(CC(=O)Nc1ccc(Cl)cc1)S(=O)(=O)c1cccc2cccnc12
    -1% | 0% | 29% | 9% | -3% | 1% | -8% | u | -27%
8. COc1ccccc1CNS(=O)(=O)c1c(C)nc2sc(C)cn2c1=O
    x | x | 1% | x | -16% | x | -6% | -6% | 2%
9. COC(=O)[C@@H](NC(=O)c1ccccc1OC1CCN(S(C)(=O)=O)CC1)C(C)C
    5% | 0% | -22% | -5% | -24% | -6% | 0% | -23% | -8%
10. CCc1nn(CC(=O)NCCN2CCOCC2)c(=O)c2cc3c(OC)cccc3n12
    0% | 1% | 2% | 9% | 0% | -1% | -3% | 16% | 5%
11. CCOC(=O)N1CCN(C(=O)CSc2ccc3nnc(CCNC(=O)c4ccc(OC)cc4)n3n2)CC1
    u | -1% | -9% | 13% | 18% | -8% | 10% | -14% | -18%
12. COc1cc(Cl)c(C)cc1Nc1c2c(nc3ccccc13)CCC2
    x | x | -12% | x | 4.1µM* | x | -5% | 11µM* | u
13. O=C(c1ccc(-c2cccc(C(F)(F)F)c2)o1)N1CCCCCCC1
    11% | 0% | 4% | 0% | -4% | -4% | u | u | 6%
14. CCN(C[C@H]1N[C@@](CC)(C(=O)OC)[C@H]2C(=O)N(Cc3ccccc3)C(=O)[C@@H]12)C(=O)c1ccccc1
    10% | 23% | 17% | -3% | 2% | 28%[9.22 µM] | -3% | 3% | 2%
15. COc1ccc(C(C)(C)C)cc1NC(=O)COC(=O)c1ccc([N+](=O)[O-])o1
    0% | 0% | -93%[inhibitor] | 0% | -4% | -8% | -1% | -3% | 3%
16. O=c1c(-c2ccccc2)[n+]([O-])c2ccccc2n1O
    3% | 5% | -28% | -11% | -1% | -5% | 17% | -1% | 9%
17. Cc1cccc(C)c1NC(=O)CN(C)C(=O)c1cccc(-n2cccc2)c1
    0% | -8% | -12% | 1% | 1% | -81%[inhibitor] | -9% | -19% | -2%
18. COc1cc(C(=O)NC2CCN(C)CC2)ccc1Nc1ncc2c(n1)N(CCc1ccccc1)CCC(=O)N2C
    u | u | -15% | 10% | u | 0.21µM* | 0% | u | u
19. O=C(O)CCCC(=O)Nc1ccc(C(=O)N2CCCCC2)c(Cl)c1
    7% | 1% | -15% | 4% | -6% | 0% | 18% | -3% | 9%
20. c1ccc(-c2ccc(-c3ccccc3)[nH]2)cc1
    -21% | -17% | u | 21% | -3% | -2% | -6% | u | -9%
21. Cc1cc(C)c2c(c1)/C(=N/NC(=O)c1cc(C)oc1C)CCC2
    -1% | 0% | 9% | 0% | 2% | 2.9µM* | -17% | 3% | -3%
22. COc1ccc(C(=O)Nc2ccc(CN3CCCCC3)cc2)cc1
    -1% | -1% | -8% | 11% | 4% | -1% | -21% | -19% | -8%
23. COc1ccc(CCNC(=O)/C(C#N)=C/c2ccc(OCC(=O)NCC3CCCO3)cc2)cc1OC (centres undefined)
    3% | 1% | -7% | 6% | 0% | 2% | 1% | 11% | -4%
24. Cn1c(=O)c2c(nc(NCc3ccco3)n2Cc2ccccc2Cl)n(C)c1=O
    -1% | 7% | -12% | 12% | 3% | -4% | -19% | 2% | 10%
25. C=CCNC(=S)NNc1ncnc2sc3c(c12)CC(C)(C)OC3
    6% | 1% | 0% | 4% | 5% | -3% | 0% | u | u
26. NS(=O)(=O)c1ccc(NC(=O)CCC(=O)N2CCOCC2)cc1
    2% | 7% | -18% | 1% | -5% | 3% | -1% | 17% | -1%
27. CCCCCc1ccc(CC(=O)Nn2c(C)nc3ccccc3c2=O)cc1
    u | -21% | -11% | 1% | -15% | -3% | u | -1% | 4%
28. CSCCC(NS(=O)(=O)c1ccccc1F)C(=O)NCC(c1ccco1)N(C)C (centres undefined)
    0% | 13% | -13% | 7% | 6% | -8% | 3% | -8% | 7%
29. O=C(CCCCn1c(=O)c2ccccc2n(CC(=O)NC2CCCC2)c1=O)NC1CCCC1
    4% | 11% | 11% | -12% | 5% | 6% | 11% | 3% | -1%
30. C[C@H](c1ccccc1)N1C[C@@H](COCc2ccccc2)Oc2cc(N3CC[C@H](N(C)C)C3)ccc2S1(=O)=O
    u | u | 12% | 4% | -23% | x | 23µM* | u | 5%
31. N#CCC(=O)N/N=C/c1ccc(Sc2nc3ccccc3s2)o1
    3% | -17% | u | 11% | 1% | 91% | u | 0% | 21%
32. Cc1cccc(-c2noc(-c3ccccc3C(=O)NCC3CCCO3)n2)c1 (centres undefined)
    -14% | -3% | 15% | 3% | -12% | -3% | -9% | 0% | 1%
33. CCSc1nc(N)nc(-c2cccs2)c1C#N
    -22% | -9%[9.24 µM] | 22µM* | u | -5% | -3% | u | 19% | -2%
34. CC(C)(C)c1cc[n+](-c2nc([O-])sc2C=O)cc1
    18% | 11% | -12% | 3% | u | -8% | -1% | 0% | -7%
35. Cc1cc(C)cc(CSc2ccc(S(=O)(=O)N3CCCC3)cn2)c1
    -2% | -6% | -10% | 5% | 3% | -6% | u | u | 11%
36. O=c1[nH]c(C(Cl)(Cl)Cl)nc2ccc3ccccc3c12
    0% | -15% | -17% | 0% | 0% | -6% | -22% | -16% | 6%
37. COc1ccc(C(=O)C[n+]2cccc3cc(C)ccc32)cc1
    5% | -15% | -3% | -6% | u | 3% | u | 2% | -4%
38. Cc1cc(Nc2n[nH]c(N)c2C#N)ccc1F
    -4% | 7% | 9% | -3% | 0% | u | -5% | 80%[activator] | 6%
39. O=C1CCCc2c1cc(C(=O)O)c(=O)n2-c1ccccc1
    4% | -4% | 7% | 1% | 3% | -2% | -4% | 13% | -3%
40. CCOc1ccc(S(=O)(=O)Nc2ccccc2C(=O)NCc2ccco2)cc1
    10% | 0% | 3% | -5% | 10% | 1% | 1% | -12% | 4%
41. CCCS(=O)(=O)Nc1cc2c(cc1NCc1ccccc1)n(C)c(=O)n2C
    x | x | 9% | x | 5% | x | u | 8% | -1%
42. Cc1ccc(S(=O)(=O)N2CCN(Cc3ccc4c(c3)OCO4)CC2)cc1
    x | x | 13% | x | -16% | x | -5% | -10% | 21%
43. Cc1cc(-c2nn(-c3ccccc3F)cc2CN2CCN(c3ccccn3)CC2)c(C)s1
    -4% | u | x | 10% | -14% | -33%[inhibitor][1.84 µM] | 16µM* | u | -11%
44. COc1ccc(C(=O)NCc2ccc(C(=O)NCC(OC)OC)cc2)cc1OC
    3% | 20% | -1%[9.22 µM] | 0% | 15% | -10% | 3% | 13% | 11%
45. Cc1ccc(S(=O)(=O)NCC(=O)OCCOc2cccc(Cl)c2)cc1
    11% | 5% | 5% | 0% | 0% | -34%[inhibitor] | 23% | 7% | 3%
46. COc1ccc(CNC(=O)CN(c2ccc(C)cc2)S(=O)(=O)c2c(C)noc2C)cc1
    4% | 1% | -11%&12% | 7%&0% | 8%&10% | -2% | -4%&2% | 9%&8% | -10%&5%
47. O=C(COC(=O)C1=COCCO1)NCCCc1ccccc1
    3% | 6% | 11% | -4% | 7% | -5% | 16% | 5% | -4%

# Entries from the list above containing two or more sulfur atoms, in the order listed:
# Every second line gives: HT1080-NT tox | HT1080 IDH1KD tx | TDP43 rescue | GLP-1R agonist | KB-3-1 cytotox | SW480 rereplic | KB-V1 cytotox | GLP-1R inv ag | HEK293 tox
8. COc1ccccc1CNS(=O)(=O)c1c(C)nc2sc(C)cn2c1=O
    x | x | 1% | x | -16% | x | -6% | -6% | 2%
25. C=CCNC(=S)NNc1ncnc2sc3c(c12)CC(C)(C)OC3
    6% | 1% | 0% | 4% | 5% | -3% | 0% | u | u
28. CSCCC(NS(=O)(=O)c1ccccc1F)C(=O)NCC(c1ccco1)N(C)C (centres undefined)
    0% | 13% | -13% | 7% | 6% | -8% | 3% | -8% | 7%
31. N#CCC(=O)N/N=C/c1ccc(Sc2nc3ccccc3s2)o1
    3% | -17% | u | 11% | 1% | 91% | u | 0% | 21%
33. CCSc1nc(N)nc(-c2cccs2)c1C#N
    -22% | -9%[9.24 µM] | 22µM* | u | -5% | -3% | u | 19% | -2%
35. Cc1cc(C)cc(CSc2ccc(S(=O)(=O)N3CCCC3)cn2)c1
    -2% | -6% | -10% | 5% | 3% | -6% | u | u | 11%

# As entered above.
# Value of COc1cc(Cl)c(C)cc1Nc1c2c(nc3ccccc13)CCC2 in TDP43 rescue: -12%
# Value of COc1ccccc1CNS(=O)(=O)c1c(C)nc2sc(C)cn2c1=O in KB-V1 cytotox: -6%
